CHOP UPR activ: apoptotic UPR (CHOP) activation | CHO-CHOP luciferase reporter, luminescence; percent of tunicamycin response over DMSO baseline | activation, % at 10 µM | 330,000 tested, 0.34% active;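 active means at 10 µM dose, activation of 40% or more, normalized to positive control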;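 further: 100% = tunicamycin at 10 µg/mL and 0% = DMSO alone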
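Dosing – one dose, 10 µM in 0.5% DMSO · System – CHO-CHOP cells, stable luciferase reporter of PERK-eIF2a-CHOP signalling · Input – 500 cells/well · Control set – tunicamycin 10 µg/mL final as positive, DMSO-only wells as negative · Timing – 6 h compound treatment, 37 °C · Measure – % activation vs tunicamycin · Technique – luminescence read with Steady-Glo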
697 NFkB inh: lowers PMA/ionomycin-induced NF-kB signal in 697 B cells. 697 B-cell NF-kB luciferase reporter, 16 h. inhibition, % at 4 µM. 330,000 tested, 0.33% active. AID 435022; in the data active means inhibition above about 35%
Mdm2-MdmX inh: disrupts the human Mdm2-MdmX interaction | SaOS-2 split-luciferase Mdm2/MdmX complementation, luminescence | inhibition, % at 8 µM | 330,000 tested, 3% active;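 active means inhibition of at least 50% at 8 µM in the primary screen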
Target sequence (O15151 whole entry, looked up): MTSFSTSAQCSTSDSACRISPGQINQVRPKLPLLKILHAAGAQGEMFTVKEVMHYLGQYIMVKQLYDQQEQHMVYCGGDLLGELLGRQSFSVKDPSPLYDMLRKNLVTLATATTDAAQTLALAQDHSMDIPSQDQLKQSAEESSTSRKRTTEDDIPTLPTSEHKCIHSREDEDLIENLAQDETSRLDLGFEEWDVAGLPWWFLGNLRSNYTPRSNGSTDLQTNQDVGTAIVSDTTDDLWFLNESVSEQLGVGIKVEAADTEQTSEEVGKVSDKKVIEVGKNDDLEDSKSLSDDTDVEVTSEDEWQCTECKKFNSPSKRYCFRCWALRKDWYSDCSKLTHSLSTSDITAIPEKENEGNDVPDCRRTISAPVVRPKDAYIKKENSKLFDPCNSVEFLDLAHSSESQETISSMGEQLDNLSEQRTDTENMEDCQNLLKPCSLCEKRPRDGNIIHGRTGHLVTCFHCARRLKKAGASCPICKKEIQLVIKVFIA
Target sequence (Q00987 whole entry, looked up): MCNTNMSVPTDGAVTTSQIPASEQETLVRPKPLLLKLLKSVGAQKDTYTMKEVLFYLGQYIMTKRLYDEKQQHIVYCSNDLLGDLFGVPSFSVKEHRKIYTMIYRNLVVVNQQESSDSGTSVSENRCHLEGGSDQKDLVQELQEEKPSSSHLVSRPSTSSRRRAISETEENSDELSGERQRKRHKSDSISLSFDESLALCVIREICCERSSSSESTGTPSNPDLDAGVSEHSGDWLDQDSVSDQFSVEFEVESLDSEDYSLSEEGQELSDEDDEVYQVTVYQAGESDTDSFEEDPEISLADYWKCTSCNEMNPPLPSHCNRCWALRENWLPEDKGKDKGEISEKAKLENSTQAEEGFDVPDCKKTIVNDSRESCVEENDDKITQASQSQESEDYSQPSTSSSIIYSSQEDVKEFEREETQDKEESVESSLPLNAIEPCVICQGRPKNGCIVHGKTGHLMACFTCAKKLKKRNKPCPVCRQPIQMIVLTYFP
tim23-1 inh: tim23-1 yeast growth inhibition; S. cerevisiae tim23-1 growth, BacTiter-Glo luminescence, 24 h; inhibition, % at 20 µM; 330,000 tested, 1.3% active;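 active means growth inhibition of the mutant yeast at or above 50%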;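 further: temperature-sensitive mutant grown at 25 °C; plate controls were DMSO-treated mutant yeast for no effect and medium wells lacking yeast for full effect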
Jurkat NFkB inh: inhibitors of the PMA/ionomycin-induced NF-kB reporter in Jurkat cells; 330,000 tested, 0.53% active; PMA/ionomycin-induced NF-kB luciferase reporter, luminescence; AID 435003; inhibition, % at 4 µM; in the data active means inhibition above about 50%
tim10-1 inh: inhibits growth of tim10-1 mutant yeast | S. cerevisiae tim10-1 ts strain growth, BacTiter-Glo, 24 h | inhibition, % at 20 µM | 330,000 tested, 2.2% active | AID 463190;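 active means inhibition of at least 40%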;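 further: mutant grown at 25 °C; 0% = DMSO wells with yeast and 100% = wells holding no yeast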
TIM10 inh: growth inhibitors of TIM10 yeast strain | S. cerevisiae TIM10 strain growth, BacTiter-Glo luminescence, 24 h | inhibition, % at 10 µM | 330,000 tested, 1.4% active | AID 463195;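 active means inhibition of 40% or more at the single tested concentration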;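 further: wild-type TIM10 isogenic control strain grown at permissive 25 °C; 0% = DMSO yeast wells and 100% = minimal medium wells without yeast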
XBP1 UPR activ: activators of adaptive arm of unfolded protein response (XBP1); CHO-XBP1 luciferase reporter, IRE1-XBP1 UPR activation, luminescence; percent of tunicamycin response, DMSO as zero; activation, % at 20 µM; 330,000 tested, 0.33% active; AID 463104;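 active means versus positive control, 20 µM dose yields 30% or more activation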;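 further: 100% = tunicamycin at 10 µg/mL and 0% = DMSO only wells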
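assay system = CHO-XBP1 luciferase reporter cells | amount = 1000 cells/well | buffer or medium = F12 plus 10% FBS | compound dosing = single point, 20 µM final compound, 1% DMSO | incubation = 16-18 h cell attachment at 37 °C, then 6 h compound exposure | detection = Steady-Glo luminescence read | controls = tunicamycin 10 µg/mL and vehicle-only wells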
Active calls of the source: *.

How did Cc1ccc(/C=N/Nc2ncc(Cl)cc2Cl)s1 do in these assays?
CHOP UPR activ: 5.0; 697 NFkB inh: -77; Mdm2-MdmX inh: -14; tim23-1 inh: 30; Jurkat NFkB inh: -69; tim10-1 inh: 42*; TIM10 inh: 19; XBP1 UPR activ: -3

How did O=C(CSc1nc2ccccc2c(=O)n1-c1ccc(SC(F)F)cc1)Nc1ccc(N2CCOCC2)cc1 do in these assays?
CHOP UPR activ: -2.3; 697 NFkB inh: 10; Mdm2-MdmX inh: 38; tim23-1 inh: -7; Jurkat NFkB inh: 8; tim10-1 inh: 13; TIM10 inh: -12; XBP1 UPR activ: 0

What do the screens show for `COC(=O)CN1C(=S)N(Cc2ccccc2)C(=O)C1CC(=O)Nc1ccc(OC)cc1` (stereo not drawn)?
CHOP UPR activ: -2.2; 697 NFkB inh: 7; Mdm2-MdmX inh: 34; tim23-1 inh: 26; Jurkat NFkB inh: 13; tim10-1 inh: 23; TIM10 inh: 15; XBP1 UPR activ: -4

Results for CCc1ccccc1NC(=O)C1C2C=CC(O2)C1C(=O)O (stereo not drawn) ?
CHOP UPR activ: 0.4; 697 NFkB inh: -40; Mdm2-MdmX inh: -8; tim23-1 inh: 15; Jurkat NFkB inh: -11; tim10-1 inh: 3; TIM10 inh: -8; XBP1 UPR activ: -3

What do the screens show for `O=C(/C=C/c1ccc(Cl)cc1)NC(=S)Nc1ccccc1C(=O)O`?
CHOP UPR activ: -0.7; 697 NFkB inh: -36; Mdm2-MdmX inh: -14; tim23-1 inh: 41; Jurkat NFkB inh: -11; tim10-1 inh: 34; TIM10 inh: 43*; XBP1 UPR activ: -2

What do the screens show for `COCCCNc1nnc(Cc2ccccc2)c2ccccc12`?
CHOP UPR activ: 0.6; 697 NFkB inh: 1; Mdm2-MdmX inh: 9; tim23-1 inh: 8; Jurkat NFkB inh: 5; tim10-1 inh: 7; TIM10 inh: -16; XBP1 UPR activ: 0

Results for CCc1ccnc(NC(=O)Nc2ccc(OCc3ccccc3)cc2)c1 ?
CHOP UPR activ: 0.0; 697 NFkB inh: 7; Mdm2-MdmX inh: -4; tim23-1 inh: 14; Jurkat NFkB inh: -7; tim10-1 inh: 16; TIM10 inh: -6; XBP1 UPR activ: -2

Results for CN1CCC(N(C)C(=O)c2ccc(Cl)c(S(=O)(=O)N3CCOCC3)c2)CC1 ?
CHOP UPR activ: 2.1; 697 NFkB inh: -4; Mdm2-MdmX inh: -3; tim23-1 inh: 19; Jurkat NFkB inh: -6; tim10-1 inh: 11; TIM10 inh: 8; XBP1 UPR activ: 1

How did COc1ccc(-n2c(=S)[nH]c3cc(C(=O)Nc4ccc(C)c(F)c4)ccc3c2=O)c(OC)c1 do in these assays?
CHOP UPR activ: 2.9; 697 NFkB inh: -11; Mdm2-MdmX inh: 15; tim23-1 inh: 9; Jurkat NFkB inh: 15; tim10-1 inh: 8; TIM10 inh: 13; XBP1 UPR activ: -6

How did CC(C)Oc1ccc(CNC(=O)Cn2c(=O)c3cccn3c3cccnc32)cc1 do in these assays?
CHOP UPR activ: 3.8; 697 NFkB inh: 13; Mdm2-MdmX inh: 24; tim23-1 inh: 13; Jurkat NFkB inh: -6; tim10-1 inh: 15; TIM10 inh: -1; XBP1 UPR activ: -4

What do the screens show for `COc1cccc([C@@H]2Oc3ccc(OC)cc3C(=O)[C@H]2OC(=O)N[C@H](C)C2CCCCC2)c1`?
CHOP UPR activ: 6.5; 697 NFkB inh: 5; Mdm2-MdmX inh: 43; tim23-1 inh: 19; Jurkat NFkB inh: -23; tim10-1 inh: 16; TIM10 inh: 24; XBP1 UPR activ: 4

What do the screens show for `O=C(CN1CCC(O)(c2cccc(F)c2)CC1)NCCc1c[nH]c2ccccc12`?
CHOP UPR activ: -0.6; 697 NFkB inh: 8; Mdm2-MdmX inh: 32; tim23-1 inh: 8; Jurkat NFkB inh: -2; tim10-1 inh: -10; TIM10 inh: -19; XBP1 UPR activ: -2

How did CCCN(CCC)CCNC(=O)c1cc2c(-c3ccccc3F)nn(C)c2s1 do in these assays?
CHOP UPR activ: 0.3; 697 NFkB inh: 0; Mdm2-MdmX inh: 29; tim23-1 inh: 11; Jurkat NFkB inh: -9; tim10-1 inh: 20; TIM10 inh: -10; XBP1 UPR activ: -4

What do the screens show for `CCn1c(SCC(=O)N2c3ccccc3CCc3ccccc32)nc2c1c(=O)n(C)c(=O)n2C`?
CHOP UPR activ: 4.0; 697 NFkB inh: 28; Mdm2-MdmX inh: 11; tim23-1 inh: -6; Jurkat NFkB inh: 6; tim10-1 inh: 7; TIM10 inh: 2; XBP1 UPR activ: 1

Results for CN1CCN(c2ccccc2NS(=O)(=O)c2ccc3c(c2)CCN3C(=O)C2CCC2)CC1 ?
CHOP UPR activ: -1.6; 697 NFkB inh: 5; Mdm2-MdmX inh: 27; tim23-1 inh: 19; Jurkat NFkB inh: -11; tim10-1 inh: 7; TIM10 inh: 7; XBP1 UPR activ: -1

How did COC(=O)c1cc(Cl)cc2c(C)c(C3(O)CCCCC3)[nH]c12 do in these assays?
CHOP UPR activ: -0.6; 697 NFkB inh: 12; Mdm2-MdmX inh: 13; tim23-1 inh: -11; Jurkat NFkB inh: -12; tim10-1 inh: 39; TIM10 inh: -16; XBP1 UPR activ: -3

How did Nc1nc(Cl)cc(N2CCC(c3cc(-c4ccc(Cl)cc4)n[nH]3)CC2)n1 do in these assays?
CHOP UPR activ: 11; 697 NFkB inh: -8; Mdm2-MdmX inh: 84*; tim23-1 inh: 48; Jurkat NFkB inh: 70*; tim10-1 inh: 84*; TIM10 inh: 35; XBP1 UPR activ: 4

How did COc1ccc(C(=O)N2CCN(S(=O)(=O)c3ccc(C)cc3)CC2)cc1S(=O)(=O)N1CCOCC1 do in these assays?
CHOP UPR activ: 0.0; 697 NFkB inh: 0; Mdm2-MdmX inh: 15; tim23-1 inh: 8; Jurkat NFkB inh: 11; tim10-1 inh: 16; TIM10 inh: 3; XBP1 UPR activ: -3

How did Cc1cccc(NC(=S)N(Cc2cccs2)Cc2cc3cc(C)cc(C)c3[nH]c2=O)c1 do in these assays?
CHOP UPR activ: 1.8; 697 NFkB inh: -20; Mdm2-MdmX inh: -6; tim23-1 inh: 0; Jurkat NFkB inh: 34; tim10-1 inh: 13; TIM10 inh: 5; XBP1 UPR activ: -4

What do the screens show for `CC(C)Sc1nc2sc3c(c2c2nnc(SCC(=O)NCc4ccco4)n12)CCCC3`?
CHOP UPR activ: -1.1; 697 NFkB inh: 16; Mdm2-MdmX inh: 31; tim23-1 inh: 11; Jurkat NFkB inh: 9; tim10-1 inh: 8; TIM10 inh: 1; XBP1 UPR activ: -1

What do the screens show for `Cc1ccc(OCc2ccc(C(=O)Nc3ccc(S(N)(=O)=O)cc3)o2)cc1`?
CHOP UPR activ: 3.5; 697 NFkB inh: -61; Mdm2-MdmX inh: 14; tim23-1 inh: -10; Jurkat NFkB inh: 11; tim10-1 inh: -5; TIM10 inh: 14; XBP1 UPR activ: -1

Results for Cc1c(Cl)cccc1NC(=O)CNc1cccc(S(=O)(=O)N(C)C)c1 ?
CHOP UPR activ: -0.7; 697 NFkB inh: 1; Mdm2-MdmX inh: 1; tim23-1 inh: 20; Jurkat NFkB inh: 4; tim10-1 inh: 17; TIM10 inh: 22; XBP1 UPR activ: -3

What do the screens show for `COc1cc2c(cc1C1C(C#N)=C(N)OC3=C1C(=O)CC(C)(C)C3)OCO2` (stereo not drawn)?
CHOP UPR activ: 1.3; 697 NFkB inh: -15; Mdm2-MdmX inh: -13; tim23-1 inh: 2; Jurkat NFkB inh: -1; tim10-1 inh: 5; TIM10 inh: -4; XBP1 UPR activ: -2

What do the screens show for `CC1CCN(c2ccc3nnc(CCC(=O)Nc4cccc(F)c4)n3n2)CC1`?
CHOP UPR activ: 3.6; 697 NFkB inh: -30; Mdm2-MdmX inh: 22; tim23-1 inh: 20; Jurkat NFkB inh: 36; tim10-1 inh: 17; TIM10 inh: 24; XBP1 UPR activ: -3

Results for O=S(=O)(NCC(c1ccco1)N1CCc2ccccc21)c1ccccc1 (stereo not drawn) ?
CHOP UPR activ: 1.7; 697 NFkB inh: -18; Mdm2-MdmX inh: 19; tim23-1 inh: 10; Jurkat NFkB inh: -10; tim10-1 inh: 16; TIM10 inh: 11; XBP1 UPR activ: -1

Results for COc1ccccc1NCC(=O)N/N=C(\C)c1ccc(Br)s1 ?
CHOP UPR activ: 1.9; 697 NFkB inh: -6; Mdm2-MdmX inh: 11; tim23-1 inh: -3; Jurkat NFkB inh: -1; tim10-1 inh: 10; TIM10 inh: 13; XBP1 UPR activ: 0

Results for CC1(N2CCOCC2)CC2(O)C(=[N+]1[O-])CCc1c2no[n+]1[O-] (stereo not drawn) ?
CHOP UPR activ: -2.2; 697 NFkB inh: 4; Mdm2-MdmX inh: 1; tim23-1 inh: 10; Jurkat NFkB inh: 8; tim10-1 inh: 6; TIM10 inh: 3; XBP1 UPR activ: -3

Results for Cc1c2cnn(CC(=O)Nc3c(F)c(F)cc(F)c3F)c(=O)c2c(C)n1Cc1ccccc1F ?
CHOP UPR activ: -1.4; 697 NFkB inh: -4; Mdm2-MdmX inh: 15; tim23-1 inh: -1; Jurkat NFkB inh: 13; tim10-1 inh: -15; TIM10 inh: 6; XBP1 UPR activ: -5

What do the screens show for `O=C1c2ccncc2C(=O)N1Cc1cccc(Cl)c1`?
CHOP UPR activ: -0.1; 697 NFkB inh: -3; Mdm2-MdmX inh: -2; tim23-1 inh: 8; Jurkat NFkB inh: -9; tim10-1 inh: -8; TIM10 inh: -3; XBP1 UPR activ: -4

How did Nc1nc(NCC2CCCO2)nc(Nc2cccc(F)c2)c1[N+](=O)[O-] (stereo not drawn) do in these assays?
CHOP UPR activ: -1.8; 697 NFkB inh: -46; Mdm2-MdmX inh: 29; tim23-1 inh: 4; Jurkat NFkB inh: -41; tim10-1 inh: 1; TIM10 inh: -4; XBP1 UPR activ: 7

How did O=c1cc(CO)[nH]cc1OCc1ccccc1 do in these assays?
CHOP UPR activ: 1.3; 697 NFkB inh: 13; Mdm2-MdmX inh: 36; tim23-1 inh: 10; Jurkat NFkB inh: 4; tim10-1 inh: 8; TIM10 inh: 4; XBP1 UPR activ: -3

What do the screens show for `CCCCn1cnc2c1c(=O)[nH]c(=O)n2CCCC`?
CHOP UPR activ: -0.3; 697 NFkB inh: -36; Mdm2-MdmX inh: 0; tim23-1 inh: 12; Jurkat NFkB inh: -3; tim10-1 inh: 11; TIM10 inh: -6; XBP1 UPR activ: -1

How did COCCn1c(C)cc(C(=O)CSc2nnnn2C2CCCC2)c1C do in these assays?
CHOP UPR activ: -8.6; 697 NFkB inh: -123; Mdm2-MdmX inh: 72*; tim23-1 inh: 6; Jurkat NFkB inh: -61; tim10-1 inh: -20; TIM10 inh: -20; XBP1 UPR activ: -9

How did Cc1cccc(C(=O)NNC(=O)c2ccccc2Br)c1 do in these assays?
CHOP UPR activ: 2.0; 697 NFkB inh: -7; Mdm2-MdmX inh: -7; tim23-1 inh: 12; Jurkat NFkB inh: -12; tim10-1 inh: 8; TIM10 inh: -2; XBP1 UPR activ: -4

Molecules shown so far with bromine:
Results for COc1ccccc1NCC(=O)N/N=C(\C)c1ccc(Br)s1 ?
CHOP UPR activ: 1.9; 697 NFkB inh: -6; Mdm2-MdmX inh: 11; tim23-1 inh: -3; Jurkat NFkB inh: -1; tim10-1 inh: 10; TIM10 inh: 13; XBP1 UPR activ: 0

How did Cc1cccc(C(=O)NNC(=O)c2ccccc2Br)c1 do in these assays?
CHOP UPR activ: 2.0; 697 NFkB inh: -7; Mdm2-MdmX inh: -7; tim23-1 inh: 12; Jurkat NFkB inh: -12; tim10-1 inh: 8; TIM10 inh: -2; XBP1 UPR activ: -4
